Pf apPOL inh: Pf-apPOL inhibitors, biochemical, fluorescence | Recombinant Pf-apPOL, molecular beacon fluorescence, 1.5 h | AID 1794808, 2022 | inhibition, % at 10 µM | 210,000 tested, 0.25% active | Plasmodium falciparum apicoplast DNA polymerase (apPOL)
mHTT-CaM PPI inh: mutant huntingtin-calmodulin interaction inhibitors – biochemical, AlphaScreen, primary screen | P42858 | AlphaScreen His-mHTT/GST-CaM binding, luminescence | inhibition, % at 15 µM | 190,000 tested, 3.6% active | AID 1671202, 2021;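 also: 0% = both proteins with DMSO and 100% = one protein alone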
Target sequence (P42858 whole entry, looked up, stated change not applied): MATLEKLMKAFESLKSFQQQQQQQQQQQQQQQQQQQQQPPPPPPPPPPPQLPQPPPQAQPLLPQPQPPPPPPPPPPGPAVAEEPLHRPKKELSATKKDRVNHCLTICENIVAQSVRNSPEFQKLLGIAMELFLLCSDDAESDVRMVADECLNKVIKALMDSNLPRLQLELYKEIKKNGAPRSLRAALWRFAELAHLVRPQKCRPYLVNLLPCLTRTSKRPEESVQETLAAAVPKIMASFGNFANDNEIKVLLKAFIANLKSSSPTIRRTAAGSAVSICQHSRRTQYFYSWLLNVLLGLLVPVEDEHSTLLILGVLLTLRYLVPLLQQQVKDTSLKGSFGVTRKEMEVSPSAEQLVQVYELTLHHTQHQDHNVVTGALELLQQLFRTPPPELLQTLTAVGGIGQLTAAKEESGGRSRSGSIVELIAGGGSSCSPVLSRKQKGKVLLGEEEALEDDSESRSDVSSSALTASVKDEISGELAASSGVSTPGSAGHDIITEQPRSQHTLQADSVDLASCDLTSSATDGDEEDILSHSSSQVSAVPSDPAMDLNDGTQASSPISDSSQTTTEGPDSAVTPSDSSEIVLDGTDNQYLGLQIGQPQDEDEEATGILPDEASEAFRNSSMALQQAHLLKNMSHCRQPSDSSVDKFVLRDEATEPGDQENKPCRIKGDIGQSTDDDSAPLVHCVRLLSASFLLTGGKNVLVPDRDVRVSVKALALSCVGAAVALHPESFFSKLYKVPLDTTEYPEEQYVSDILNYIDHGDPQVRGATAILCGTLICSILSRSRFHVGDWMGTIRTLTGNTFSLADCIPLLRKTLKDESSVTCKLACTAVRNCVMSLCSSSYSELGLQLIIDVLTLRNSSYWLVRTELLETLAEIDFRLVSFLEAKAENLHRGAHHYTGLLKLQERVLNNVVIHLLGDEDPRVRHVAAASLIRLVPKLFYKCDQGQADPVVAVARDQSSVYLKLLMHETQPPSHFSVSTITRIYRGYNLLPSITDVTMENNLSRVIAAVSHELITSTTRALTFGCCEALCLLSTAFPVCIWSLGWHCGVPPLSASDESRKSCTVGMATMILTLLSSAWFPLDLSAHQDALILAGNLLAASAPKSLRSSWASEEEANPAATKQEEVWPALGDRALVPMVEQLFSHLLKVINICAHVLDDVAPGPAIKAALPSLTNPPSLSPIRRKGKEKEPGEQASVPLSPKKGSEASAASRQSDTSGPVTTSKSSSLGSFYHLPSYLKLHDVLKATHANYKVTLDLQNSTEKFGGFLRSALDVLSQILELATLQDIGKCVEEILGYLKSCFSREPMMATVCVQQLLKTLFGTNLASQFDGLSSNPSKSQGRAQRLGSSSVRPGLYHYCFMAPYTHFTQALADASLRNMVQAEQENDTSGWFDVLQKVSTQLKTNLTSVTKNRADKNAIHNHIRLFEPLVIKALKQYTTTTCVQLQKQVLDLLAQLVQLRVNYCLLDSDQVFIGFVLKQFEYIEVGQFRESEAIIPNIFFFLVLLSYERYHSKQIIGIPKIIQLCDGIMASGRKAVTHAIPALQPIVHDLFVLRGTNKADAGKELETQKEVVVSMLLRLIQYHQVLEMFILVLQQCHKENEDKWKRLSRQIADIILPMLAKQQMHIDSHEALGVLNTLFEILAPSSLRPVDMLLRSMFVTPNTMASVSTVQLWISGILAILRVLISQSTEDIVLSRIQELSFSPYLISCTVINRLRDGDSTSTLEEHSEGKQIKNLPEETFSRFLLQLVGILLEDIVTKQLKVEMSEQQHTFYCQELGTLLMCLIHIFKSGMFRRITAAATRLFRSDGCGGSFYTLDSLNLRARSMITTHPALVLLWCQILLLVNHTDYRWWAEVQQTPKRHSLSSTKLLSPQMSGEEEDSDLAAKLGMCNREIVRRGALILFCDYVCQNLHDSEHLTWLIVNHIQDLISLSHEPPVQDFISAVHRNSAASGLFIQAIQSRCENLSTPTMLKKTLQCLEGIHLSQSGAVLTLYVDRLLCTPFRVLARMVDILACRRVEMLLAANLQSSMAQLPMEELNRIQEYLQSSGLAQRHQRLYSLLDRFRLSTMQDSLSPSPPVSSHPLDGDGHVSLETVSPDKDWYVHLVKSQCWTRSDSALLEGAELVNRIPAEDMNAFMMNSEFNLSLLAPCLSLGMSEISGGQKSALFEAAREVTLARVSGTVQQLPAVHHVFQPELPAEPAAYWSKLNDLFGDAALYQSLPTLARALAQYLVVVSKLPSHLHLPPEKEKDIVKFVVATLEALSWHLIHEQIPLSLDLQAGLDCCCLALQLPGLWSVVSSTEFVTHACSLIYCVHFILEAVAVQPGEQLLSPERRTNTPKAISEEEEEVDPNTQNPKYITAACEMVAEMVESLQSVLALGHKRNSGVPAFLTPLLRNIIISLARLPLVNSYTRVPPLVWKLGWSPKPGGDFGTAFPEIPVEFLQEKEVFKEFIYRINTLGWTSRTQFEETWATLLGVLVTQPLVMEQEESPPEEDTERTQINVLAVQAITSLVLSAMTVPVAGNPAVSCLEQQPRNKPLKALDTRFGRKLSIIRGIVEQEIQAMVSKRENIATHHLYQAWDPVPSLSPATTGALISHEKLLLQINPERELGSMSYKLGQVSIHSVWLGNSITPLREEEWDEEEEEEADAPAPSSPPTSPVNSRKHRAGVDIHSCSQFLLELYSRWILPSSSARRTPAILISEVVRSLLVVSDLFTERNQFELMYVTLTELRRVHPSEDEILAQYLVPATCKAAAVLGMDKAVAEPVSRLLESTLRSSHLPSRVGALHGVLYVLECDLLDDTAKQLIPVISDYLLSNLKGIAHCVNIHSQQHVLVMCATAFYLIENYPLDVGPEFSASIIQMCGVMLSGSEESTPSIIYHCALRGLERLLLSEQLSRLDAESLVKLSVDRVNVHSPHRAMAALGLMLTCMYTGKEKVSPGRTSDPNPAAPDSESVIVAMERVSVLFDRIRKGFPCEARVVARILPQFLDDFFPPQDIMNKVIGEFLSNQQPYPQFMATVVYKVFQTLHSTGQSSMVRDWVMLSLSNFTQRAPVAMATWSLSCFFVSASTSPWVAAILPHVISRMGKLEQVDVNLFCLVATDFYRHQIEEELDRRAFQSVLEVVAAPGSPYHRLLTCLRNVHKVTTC
Active calls of the source: *; . = not tested or not shown; & = joins results of further samples. Rule as the data show it: active = inhibition above about 50%; inactive = the rest. Some of the compounds tested; count on the stated rates, not on these rows.

Structure,Pf apPOL inh,mHTT-CaM PPI inh
O=c1c2cccc3c2c(nn1-c1ccc([N+](=O)[O-])cc1)-c1ccccc1-3,37.3&-4.5,2.0&-0.4
COc1ccc(C(O)=C2C(=O)C(=O)N(CCCN(C)C)C2c2ccccc2OC)cc1C (configuration not stated),-6.8,-6.9
Cc1c2occ(-c3ccc4c(c3)OCO4)c2cc2c3c(c(=O)oc12)CCC3,3.2,-7.0
CCOC(=O)c1ccc2nc(C)cc(NC(=O)c3cccs3)c2c1,8.6,38.5
CCCCCCNC(=O)NCC12CC3CC(CC(C3)C1)C2,0.8,-15.9
CCC(=O)Nc1ccc(C(=O)Nc2cc(OC)c(OC)cc2C(=O)O)cc1,3.7,5.7
COc1cc(C(=O)Nc2ccc([N+](=O)[O-])cc2C)c(Br)c(OC)c1OC,1.7,10.3
O=C(c1ccc(-c2ccccc2)cc1)N1CCN(C(=O)c2cccnc2)CC1,-8.2,8.9
O=C(Nc1ccc(Br)cc1)c1ccc(Cl)cc1Cl,-10.4,-10.9
Cc1n[nH]c(C)c1NC(=O)c1cc2c(C)nn(-c3ccccc3)c2s1,-6.5&-7.7,40.0&35.0
Cc1ccccc1-c1ncccc1C(=O)N1CCC(C(=O)NCCC(C)C)CC1,-3.3,2.7
O=[N+]([O-])c1cc(S(=O)(=O)NCc2ccccc2)ccc1N1CCOCC1,-2.6,0.8
CSC1=CC(=O)CC(C)(C)S1,-9.7,.
O=C(CCC1CCN(c2cc(NC3CC3)ncn2)CC1)NCCc1cccnc1,-4.2,3.8
COc1ccc(CCN2CC(C(=O)NCc3ccc(C(C)C)cc3)CC2=O)cc1OC (configuration not stated),-1.5,22.3
Cc1n[nH]c(C)c1S(=O)(=O)NCc1ccc(F)cc1,-3.4,1.0
S=C1NCN(CCN2CCCC2)CN1,-1.4&1.2,.
CCOC(=O)C(O)(NC(=O)c1cccnc1)C(F)(F)F (configuration not stated),3.8,.
Nc1ccccc1C(=O)N1CCCCCC1,-0.2,-0.4
O=C(Cc1ccccc1Cl)N1CCCC1c1cccc(F)c1 (configuration not stated),-3.6,4.7
O=C(NC1(C(F)(F)F)Oc2ccccc2O1)N1CCCC1,2.0,-3.0
O=C(CCC1CCCN(C(=O)Nc2ccc(F)cc2)C1)NCc1ccc(Cl)cc1 (configuration not stated),-5.5,-10.8
Cc1ccccc1C(=O)N1CCC(CCOc2cccnc2)CC1,-6.2,-1.6
Cc1c(Cl)c(C(F)(F)F)nn1CC(=O)Nc1cccc(Cl)c1Cl,-4.6,-10.0
O=c1/c(=C/c2ccc(F)cc2)sc2nc(-c3ccc(Br)cc3)nn12,4.2,-4.0
COc1ccc(CC(=O)N2CC3CC2CC3NC(=O)c2cccnc2)cc1Cl (configuration not stated),-4.6,7.3
COc1ccc(CNC(=O)C2CCCN(c3ccc(N4CCOCC4)nn3)C2)cc1 (configuration not stated),-9.4,-3.9
Cc1noc(C)c1-n1sc(=O)n(CC2CC2)c1=O,31.1,.
CCCc1nc(-c2c(C)cc(C)nc2NC(=O)c2ccc(F)c(F)c2)no1,-1.9,4.7
COc1ccc(-c2coc3c(CN(C)C)c(O)ccc3c2=O)cc1OC,0.8,-3.7
CC(=O)N1CCc2cc(C(=O)N(C)C)ccc21,-1.3,3.2
COc1ccccc1C(CC#N)C1CCOC(C)(C)C1 (configuration not stated),0.4,-3.0
Cc1ccc2cccc(SCC(=O)Nc3ccc(F)cc3)c2n1,-14.3,-1.3
O=C(Oc1c(Cl)cc(Cl)c2cccnc12)N1CCCCCC1,-5.8,-7.7
Cc1cc(O)c2c(c1)OCC2=O,-2.6,4.6
O=C(Nc1scc(-c2cccs2)c1C(=O)O)c1cccs1,-0.6,6.3&19.9
COc1ccc(-n2ccnc(NC(=O)c3ccc(F)cc3)c2=O)c(C)c1,-1.8,4.4
O=C(NCCc1cccs1)C(=O)Nc1ccc(Cl)cn1,-5.7,-14.8
COc1ccc([N+](=O)[O-])cc1NC(=O)c1nn(-c2ccccc2OC)c(=O)c2ccccc12,5.3,-8.0
COc1cccc(NC(=O)CSc2nc3c(c(=O)n2C)SC(C)C3)c1 (configuration not stated),-1.9,12.0
S=c1[nH]nc(-c2c(-c3ccccc3)c(-c3ccccc3)nn3nnnc23)o1,31.8,.
CCOc1ccc(Nc2ncnc3[nH]ncc23)cc1,-10.4,3.2
Cc1oc2cc(OC(C)C)ccc2c(=O)c1-c1ccc2c(c1)OCCO2,3.6,3.3
CCOc1ccc(NC(=O)C2CCN(C(C)=O)CC2)cc1,-1.0,.
COCCn1c(C2CCN(C(=O)NC3CCCCC3)C2)nc2cccnc21 (configuration not stated),-5.5,0.8
CCCCOc1ccc(-c2nc3s/c(=C\c4ccc(OCC(N)=O)cc4)c(=O)n3n2)cc1,2.4,11.0
COc1ccc(N=c2oc3c(C)ncc(CO)c3cc2C(=O)Nc2cccc(C)c2)c(OC)c1,-4.2,7.0
COc1cc(Cl)c(C)cc1NC(=O)Cc1c(C(=O)O)[nH]c2ccccc12,-0.8,14.0
c1ccc(-c2cnc(-c3ccccc3)nc2)cc1,-10.8&2.7,3.6
CCCCNC(=O)n1ccc(C(=O)Nc2ccc(C)cc2C)n1,13.2,-9.0
N#Cc1c2nc3ccccc3nc2n2ccc(NC(=O)c3cccs3)cc12,-2.6,.
O=C(Nc1cccc(Cl)c1)Nc1nnc(Cc2ccc([N+](=O)[O-])cc2)s1,2.8,6.7
Cc1ccc(C)c(NC(=O)Nc2ccc3nncn3c2)c1,-0.1,-2.8
CCOC(=O)N1CCN(c2ccc(F)cc2[N+](=O)[O-])CC1,-6.1,10.9
CC(=O)N1CCN(c2ccc(NC(=O)c3cccc([N+](=O)[O-])c3)cc2)CC1,-6.9,-0.2
CC(=O)c1cccc(NC(=O)C2CC(c3ccc(F)cc3)=NO2)c1 (configuration not stated),2.8,-10.0

The listing continues.
Structure,Pf apPOL inh,mHTT-CaM PPI inh
COc1ccc(C)cc1NC(=O)C1c2cc(OC)c(OC)cc2C(=O)N2CCc3ccccc3C12 (configuration not stated),-7.8,57.0*
CCC(=O)NCc1nc2c(n1C)CN(S(=O)(=O)c1ccc(C(C)(C)C)cc1)CC2,-5.4,27.3
O=C(O)c1cc(-c2ccc(Cl)cc2)oc1C(F)(F)F,-50.3,.
CN(C)c1ccc(-c2nc3ccc([N+](=O)[O-])cc3[nH]2)cc1,-40.7&-9.0,15.0&18.8
CC(C)Oc1ccc(CNc2ncnc(NCc3ccc(OC(C)C)cc3)c2[N+](=O)[O-])cc1,-3.0,-4.0
COc1ccc(-c2noc(-c3cccc(I)c3)n2)cc1OC,-0.6,-6.9
Cc1ccccc1NC(=O)CCN1CCCCCC1,-9.4,-5.1
CC(C)(C)C(=O)NC(Nc1ccccc1)C(Cl)(Cl)Cl (configuration not stated),48.4,-14.0
O=C(CC1Sc2ccccc2NC1=O)Nc1ccc(SC(F)(F)F)cc1 (configuration not stated),7.2,2.0
O=C(C1CC1)N1CCc2cc(S(=O)(=O)Nc3ccc(F)c(F)c3)ccc21,20.9,4.0
CCc1ccc(S(=O)(=O)N2CCC(CN3CCC(C)CC3)CC2)cc1,-3.1,-9.4
CC(=O)c1ccc(NC(=O)c2ccc(CN(c3ccc(C)c(C)c3)S(C)(=O)=O)cc2)cc1,2.7,3.8
Cc1ccc(-c2cn(-c3cccc(C(F)(F)F)c3)c(=O)[nH]2)cc1,3.6,9.0
CC(=O)N(CN1C(=O)C2C3C=CC(C3)C2C1=O)c1ccccc1C (configuration not stated),-3.8,-7.0
CC(NC(=O)C(=O)NCC(O)c1ccc(C(F)(F)F)cc1)c1ccccc1 (configuration not stated),-3.8,-15.9
CC(C)N1C(=O)C(C)(C(=O)NCc2ccc3c(c2)OCO3)Oc2cccnc21 (configuration not stated),-3.9,-5.5
Cc1cc(C)c(S(=O)(=O)NCc2nc3cccnc3n2C2CC2)cc1C,-5.7,1.8
CCOC(=O)c1[nH]c(C)c(S(=O)(=O)NCc2nn(-c3ccccc3)nc2C)c1C,-8.4,.
N#Cc1ccc(C(=O)N2CCCC2c2nc(-c3ccc(F)cc3F)no2)c(F)c1 (configuration not stated),-1.8,-4.7
COC(=O)c1sc(-c2ccc(Cl)cc2)cc1NC(=O)Nc1cccs1,-6.5,.
COc1ccc(N2C(C)=NS(=O)(=O)c3cccnc32)cc1,-0.4,-4.8
O=C(C=Cc1ccc2c(c1)OCCO2)c1cc(F)ccc1O,3.8,-4.9
Cc1ccc2c(Nc3ccc(Cl)cc3)c(-c3nc(C)no3)cnc2n1,-6.1,13.5
COC(=O)C1=C(N)OC2=C(C(=O)CCC2)C1c1ccc(OC)c(OC)c1 (configuration not stated),-3.8,4.7
O=C1CCCN1c1ccc(S(=O)(=O)Nc2cccnc2)cc1[N+](=O)[O-],0.7,-3.0
Cn1c(CNC(=O)C2CCC2)nc2c1CN(C(=O)Nc1ccc(F)cc1)CC2,-2.7,1.1
Cc1cccc(CN2N=C(C(=O)N3CCCC3)S(=O)(=O)c3ccccc32)c1,-10.5,19.7
CCn1cc(C2=CCN(S(=O)(=O)c3ccc(OC)cc3)CC2)c2cccnc21,-5.8,25.8
O=C1c2cccc(N3CCOCC3)c2C(=O)c2cccc(Cl)c21,-71.3,84.0*
Cc1ccc(CNC(=O)C2CCCN(S(=O)(=O)N3CC(C)CC(C)C3)C2)cc1 (configuration not stated),-15.6,-3.0
CC(=O)NC(N)=Nc1nc(C)c2cc(C)ccc2n1,-0.8,-9.4
Cc1nc(C(=O)NCc2ccccc2C(F)(F)F)c(C)o1,1.1,-8.3
CSC(=S)OC12CC3CC(CC(C)(C3)C1)C2,-9.4,.
CCN(CC)CCN(CC)Cc1cccc(C)c1,1.2,-1.0
COc1ccc(OC)c(NC(=O)CN(c2cccc(Cl)c2Cl)S(C)(=O)=O)c1,-4.7,18.1
O=C1c2ccccc2-c2c1cccc2C(=O)N1CCN(c2ccc(Cl)cc2)CC1,6.7,100.0*
O=C(NCc1ccc(Cl)cc1)c1cn2c(n1)COCC2,-10.4,-14.0
Cc1ccc(CCN2CC(C(=O)N3CCNc4ccccc4C3)CC2=O)cc1 (configuration not stated),-5.0,-4.6
COc1ccc2cc(N=Cc3nc(-c4ccc(C)cc4)oc3O)cnc2c1,2.6,-2.0
O=C(NCc1cccc(Cl)c1)c1cccn2c(=O)c3sccc3nc12,2.1,8.0
COc1ccc(NC(=O)c2cn3c(n2)CSCC3)cc1F,-0.9,11.6
Cc1nc2nc(CC(=O)O)[nH]n2c(=O)c1Br,-1.3,4.0
COc1cccc(NC(=O)C2CCN(c3nnc4c(Cl)cccn34)CC2)c1,-5.9,-0.7
CCc1nnc(-c2cccn2CC(=O)Nc2cccc(Cl)c2)o1,-2.4,8.8
CCN1CCCC1CNC(=O)c1nc(C)n(-c2ccccc2)n1 (configuration not stated),-5.1,1.0
COc1cc(NC(=O)CSc2nnc(-c3ccco3)c(-c3ccco3)n2)cc(OC)c1,-1.7,97.0*
CCCC1CCC2(CCCN2CCOC(=S)Nc2ccccc2Br)CC1 (configuration not stated),-1.5,-2.7
COc1ccc2oc(=Nc3ccc(C(C)=O)cc3)c(C(=O)NC(C)=O)cc2c1,28.9,2.0
COc1ccc(C)cc1NC(=O)c1oc(=O)c2ccccc2c1-c1ccc(C)cc1,-6.3,-7.0
CC(=O)Nc1ccc(Nc2nc(-c3ccccn3)cs2)cc1,-7.1&-7.5,92.0*
COc1cc(=O)n(-c2ccccc2C)nc1C(=O)Nc1nc2ccc(C)cc2s1,20.5,9.8
CC1(C)CC(=O)c2cnn(-c3ccc(F)cc3)c2C1,-6.3,-2.0
CC(=O)N1c2ccc(S(=O)(=O)N3CCC(N4CCCCC4)CC3)cc2CC1C (configuration not stated),3.1,5.0
COc1ccc2c(c1)CCC(C1(O)C(=O)Nc3ccccc31)C2=O (configuration not stated),-2.4,1.2
O=C(Nc1ccccc1)Nc1ccc2nnc(C3CC3)n2c1,1.0,-0.2
Nc1ccc(NCc2cccnc2)c(C(=O)O)c1,-9.5,33.4
CCCCn1cnc2c(-c3ccccc3C)csc2c1=O,-1.0,-28.2
O=C(CC1CCCC1)N1CCN(CCn2cccn2)CC1,-2.0,-10.5

Of the compounds above, these have bromine:
Structure,Pf apPOL inh,mHTT-CaM PPI inh
COc1cc(C(=O)Nc2ccc([N+](=O)[O-])cc2C)c(Br)c(OC)c1OC,1.7,10.3
O=C(Nc1ccc(Br)cc1)c1ccc(Cl)cc1Cl,-10.4,-10.9
O=c1/c(=C/c2ccc(F)cc2)sc2nc(-c3ccc(Br)cc3)nn12,4.2,-4.0
Cc1nc2nc(CC(=O)O)[nH]n2c(=O)c1Br,-1.3,4.0
CCCC1CCC2(CCCN2CCOC(=S)Nc2ccccc2Br)CC1 (configuration not stated),-1.5,-2.7

Screens from PubChem.
